PhoP inhibition: PhoP-dependent GFP reporter repression – Salmonella Typhimurium, primary screen (AID 1863) | S. Typhimurium PhoP-regulated promoter GFP reporter, 4 h; higher % means a stronger effect | one-dose inhibition, % at 50 µM; IC50 in µM for titrated hits | actives 0.16% (n = 300,000);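 active = inhibition over 29.93%, a cutoff 3 SD above the screen mean, later confirmed by dose response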;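 note: 0% = low Mg2+ inducing control and 100% = high Mg2+ repressing control; strong numbers were not always called active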
Insulin prom up: MIN6 insulin promoter up-regulation. z-score at 5 µM. MIN6 insulin promoter-GFP reporter, high-content imaging; active compounds read high. actives 0.3% (n = 190,000);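 active = z-score above 3 at 5 µM with at least 500 cells counted in the well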
bCat nuc transl: alters nuclear translocation of beta-catenin in HeLa cells | immunofluorescence imaging | actives 0.3% (n = 190,000) | AID 1665 | nuclear translocation activity, % at 5 µM;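 active = nuclear translocation activity above 50% at 5 µM, with a well cell count of 50 or more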;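 note: per-cell ratio of nuclear to cytoplasmic median beta-catenin stain intensity; plate controls were DMSO negative control for no effect and GSK-3 inhibitor IX positive control for full effect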
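Test system: HeLa cells, endogenous beta-catenin; Compound: single 5 µM dose plus 0.02–20 µM confirmation series; Times: compound exposure 24 h at 37°C; Signal: fluorescence imaging of beta-catenin antibody stain plus DAPI; Read-out: % activation, nuclear-to-cytoplasmic median beta-catenin signal ratio per cell.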
MT stabilizer: stabilizes microtubules in HeLa cells | % tubulin-high responders, % at 10 µM | HeLa tubulin immunostaining HCS, 24 h; share of cells brighter than vehicle mean+2SD | actives 0.83% (n = 200,000);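 active = plate Z-score above 3 for both tubulin-high and condensed-nucleus cell shares, with cell loss under 80%, at 10 µM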;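 note: anti alpha tubulin signal scored within the nucleus-defined area of each cell; some results filed as inactive read as strong as hits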
Lipid droplet: hepatic lipid droplet formation modulation; AML12 mouse hepatocytes, oleate lipid droplets, BODIPY imaging; inhibition, % at 6.5 µM; actives 0.4% (n = 240,000); AID 1656;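 active = lipid droplet intensity inhibited by at least 50%, with more than 500 cells counted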
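Material: mouse AML12 hepatocyte cell line, fixed after treatment; Timing: compound with oleate, overnight; Technique: high-content imaging of BODIPY-stained droplets and DAPI nuclei; Probe or stimulus: oleate, 100 µM final; Dosing: compound at 6.5 µM only.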
Autophagy mod: autophagy modulation, high-content screen. actives 0.98% (n = 190,000). calls only at 10 µM (by protocol). MEF GFP-LC3 puncta imaging; test concentration mostly 10 µM;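 active = percentage of spot-positive cells more than 3 SD above its plate mean, without a fluorescence outlier flag or 80% toxicity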;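 note: spot-positive cell cutoff set from DMSO-treated cells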
CSM14.1 death rescue: rescue of cells from ER stress-induced death, primary screen, 384-well, CSM14.1, thapsigargin, ATP luminescence (AID 1222). CSM14.1 thapsigargin-induced death rescue, ATP luminescence; higher % means a stronger effect. one-dose cellular ATP content (survival), % at 20 µM; EC50 in µM for titrated hits. 190,000 tested, under 10 active;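 active = EC50 below 50 µM in the dose-response confirmation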;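 note: death triggered by thapsigargin at about 15 µM added after 2 h compound pretreatment; cell ATP read after overnight thapsigargin exposure of roughly 18 to 22 hours; normalized against plate controls of thapsigargin alone and 5% DMSO vehicle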
T cell modulator: T cell immune modulation candidate | calls only at 7 µM | actives 0.068% (n = 330,000) | 2C CD8+ T cell-vesicle binding, flow cytometry; active compounds read low;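 active = response, share of CD8 T cells binding vesicles, and their 90th percentile fluorescence all below set limits, cut at about 80% in these data, passing the limit was not always enough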
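Benchmarks: naked versus QL9-loaded vesicles / Assay system: purified 2C TCR transgenic mouse naive CD8+ T cells / Technique: high-throughput flow cytometry with anti-B7-1 and anti-CD8 staining / Timing: Cell–vesicle co-incubation 1.5 h at 37 °C, staining 20 min on ice / Read-out: percent CD8+ FL2 mean versus row control / Probe or stimulus: QL9-loaded Drosophila micro-vesicles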
Dynein cargo inh: blocks dynein driven cargo transport along microtubules; actives 0.47% (n = 220,000); z-score, hits read low; AID 1381; 3617.4 mouse cells, GR-EGFP nuclear translocation imaging; test concentration mostly 20 µM; stimulated with dexamethasone, 1 µM; active compounds read low;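 active = plate z-score of nuclear minus cytoplasmic receptor signal below a set negative limit, without overly bright fluorescence or cell loss, cut at about -3.5 in these data, passing the limit was not always enough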;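 note: z-score of nuclear minus cytoplasmic ring GR-EGFP intensity difference per well; some compounds called inactive have numbers as strong as hits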
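Buffer or medium: tetracycline-free induction medium containing charcoal-stripped FBS / Reagent: dexamethasone agonist, 1.0 µM final, for 30 min / Technique: automated 10x imaging of fixed Hoechst-stained cells / Times: induction 48 h, compound 1 h, agonist 30 min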
Dynein cargo inh cytoplasmic EGFP: also measured in Dynein cargo inh; calls as there; z-score; measured here: cytoplasmic GR-EGFP intensity; active compounds read high
Dynein cargo inh nuclear GR-EGFP: second read-out of Dynein cargo inh, no call of its own (marks repeat the call); z-score; measured here: nuclear GR-EGFP intensity;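 lower value marks the stronger effect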
Dynein cargo inh cell count: second read-out of Dynein cargo inh, no call of its own (marks repeat the call); z-score; measured here: cell count per field
Insulin prom up cell count: further read-out of Insulin prom up, marked with its call; cell count; measured here: cytotoxicity, nuclei count;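 total cells summed across four imaged fields per well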
Lipid droplet cells 6.5 µM: recorded beside Lipid droplet, whose call it bears; cell count; measured here: cell count, cytotoxicity flag;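 cells counted across two imaged fields per well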
bCat nuc transl cell count 5 µM: also measured in bCat nuc transl; calls as there; cell count; measured here: cell count, cytotoxicity flag
T cell modulator vesicle-bound %: also measured in T cell modulator; calls as there; double positive events, %; measured here: CD8+ vesicle-bound cell fraction;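 binding gate set so that unloaded-vesicle control wells show 10% double positive cells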
MT stabilizer Hoechst-high %: recorded beside MT stabilizer, whose call it bears; % Hoechst-high responders; measured here: nuclear condensation Hoechst responders;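 share of cells brighter than vehicle mean plus two SD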
MT stabilizer cytotoxicity %: second read-out of MT stabilizer, no call of its own (marks repeat the call); toxicity, %; measured here: cytotoxicity by cell density;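 0% = mean cell density of plate MIN control wells and 100% = no cells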
Autophagy mod cell loss 18 h: recorded beside Autophagy mod, whose call it bears; toxicity, %; measured here: cell loss, nuclei count;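 cell loss after 18 h compound exposure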
Active calls of the source: *; i = inactive; . = no result given.

SMILES	PhoP inhibition	Insulin prom up	Insulin prom up cell count	bCat nuc transl	bCat nuc transl cell count 5 µM	MT stabilizer	MT stabilizer Hoechst-high %	MT stabilizer cytotoxicity %	Lipid droplet	Lipid droplet cells 6.5 µM	Autophagy mod	Autophagy mod cell loss 18 h	CSM14.1 death rescue	T cell modulator	T cell modulator vesicle-bound %	Dynein cargo inh	Dynein cargo inh cytoplasmic EGFP	Dynein cargo inh nuclear GR-EGFP	Dynein cargo inh cell count
Cc1ccc(/C=C(\NC(=O)c2ccccc2)C(=O)NCC2CCCO2)o1 (stereo unspecified)	-3.1%	0.11	1477	0.9	1531	11.0	2.2	9.2	-3.9	679	i	37.2	-0.2%	i	51.0	-0.887	-0.33	-0.118	1.02
CCCc1n[nH]c(=S)n1Cc1ccco1	.	0.42	1010	-0.2	1335	.	.	.	-1.0	641	.	.	.	i	37.8	-0.0281	-0.714	-0.212	-0.573
CCOc1cc(C2C(C(=O)OC)=CN(C3CCCC3)C=C2C(=O)OC)cc(Br)c1O	2.5%	-0.22	1278	.	.	1.8	1.1	12.9	-18.6	747	i	2.1	-1.4%	i	43.9	0.958	-0.157	0.646	0.471
CC(C)C[C@H](NC(=O)OC(C)(C)C)C(=O)N1CCC(C(=O)O)CC1	-6.1%	-0.52	1690	0.1	1404	2.8	2.1	5.9	.	.	i	2.2	4.8%	i	4.9	-0.75	-0.222	-0.632	0.522
CC(C)(CNS(=O)(=O)c1ccc(F)cc1)CNS(=O)(=O)c1ccc(F)cc1	14.5%	-0.26	1248	.	.	3.0	1.0	8.9	6.3	763	i	12.4	-2.4%	i	33.3	-0.499	-0.152	-0.0436	1.26
CCN(CC)C(=O)CSc1nc2ccccc2c(=O)[nH]1	-9.6%	0.94	1217	.	.	3.0	1.9	5.3	0.8	770	i	8.2	-0.8%	i	53.7	-0.0255	-0.221	0.104	0.579
CCCn1c(CCC(=O)O)nc2cc(S(=O)(=O)N3CCCC3)ccc21	-4.0%	-0.61	1111	-1.2	1331	.	.	.	12.2	720	.	.	.	i	57.5	-0.664	-0.73	-0.659	-0.249
CC(=O)c1ccc(O)c(CO)c1	7.3%	.	.	-5.7	1219	1.6	3.1	9.0	8.8	768	i	1.1	0.1%	i	28.1	1.47	0.255	1.8	-1.9
Cc1nn2cc(-c3ccc(Cl)cc3)nc2s1	6.7%	0.27	1260	2.1	1066	3.5	2.0	3.8	20.8	773	i	3.5	-2.1%	i	32.6	-0.804	-0.232	-0.273	0.358
Cc1nc(N)sc1-c1csc(Nc2ncccn2)n1	1.9%	-0.9	1294	-1.7	1043	5.8	1.6	8.9	0.5	691	i	1.9	-0.8%	.	.	0.593	-0.244	0.393	-0.0588
Cn1c(Cn2c(C(F)(F)F)nc3ccccc32)nc2ccccc21	1.3%	-0.86	900	.	.	1.8	1.2	7.5	9.2	750	i	-4.0	-0.4%	i	51.8	-0.585	-0.305	-0.491	0.641
S=c1nc(-c2ccccc2Cl)n(Cc2cccnc2)c2c1CCCC2	-6.7%	0.32	1248	.	.	3.8	3.0	3.1	-12.1	730	i	11.0	-2.2%	i	28.5	-0.593	0.00735	-0.365	0.425
COCCNC(=S)N1CCN(c2cccc(C(F)(F)F)c2)CC1	4.2%	-0.1	1216	2.4	1041	1.3	2.3	8.4	-4.3	684	i	5.1	-0.7%	i	53.1	-1.23	-0.159	-0.835	0.174
Cc1cccc(NC(=O)c2cc(=O)n(Cc3ccccc3)c(=O)[nH]2)c1	-5.5%	-0.88	1305	-1.1	1054	1.8	1.6	5.8	1.8	680	i	20.1	.	i	29.8	0.708	-0.358	0.178	-0.88
Cc1noc(C)c1Cc1c(Cl)cccc1Cl	3.1%	-0.22	1577	-1.5	1444	1.1	1.7	8.7	.	.	i	-6.4	-0.9%	i	28.5	0.0452	-0.102	-0.154	0.1
COCCn1c(SCC(=O)c2ccc3c(c2)OCCO3)nnc1-c1ccco1	0.8%	0.89	1229	-2.1	1190	2.1	2.0	7.7	-0.6	784	i	0.1	-3.9%	i	22.1	-0.426	-0.137	-0.0846	0.0728
Cc1ccc(Cl)cc1N1CCN(CC(O)COCc2ccco2)CC1 (stereo unspecified)	13.3%	0.29	1504	-0.7	1091	4.9	1.6	7.3	-20.2	541	i	1.8	-1.3%	i	16.1	0.0805	-0.241	0.162	0.105
N#C/C(=C(/O)COc1cccc2ccccc12)c1nc2ccccc2[nH]1	6.8%	0.21	1990	2.8	1063	3.1	1.5	9.1	2.0	660	i	-37.0	-1.9%	i	19.3	0.691	-0.197	0.981	1.24
CN(C)S(=O)(=O)c1ccc(NC(=O)c2ccc3ncsc3c2)cc1	-1.4%	0.9	1299	-0.5	1276	.	.	.	-15.6	684	.	.	.	i	16.5	1.03	-0.232	0.389	-0.427
COc1ccc(N(CC(=O)NCc2ccncc2)S(=O)(=O)c2ccccc2[N+](=O)[O-])c(OC)c1	2.9%	-0.39	1081	-0.4	1521	3.0	2.3	5.5	-23.5	605	i	16.6	0.8%	i	53.1	0.0124	-0.171	-0.117	-0.548
COc1cccc(N(C(=O)CCl)C(C(=O)NCCc2ccccc2)c2cccs2)c1 (stereo unspecified)	5.6%	.	.	1.8	1038	5.2	5.6	5.7	-10.4	600	i	33.5	-1.8%	i	31.8	-5.46*	0.825*	-2.89*	0.863*
O=C(CC(Cc1ccccc1)C(=O)O)NCCc1ccc2c(c1)OCO2 (stereo unspecified)	0.2%	-0.31	1318	-1.9	1053	2.4	2.2	6.0	-15.5	634	i	-4.4	.	i	12.5	0.271	-0.174	0.164	-0.614
COc1cc(NC(=O)CSc2nnnn2Cc2ccc3c(c2)OCO3)cc(OC)c1	32.0%	-0.67	726	.	.	1.5	1.1	4.8	8.3	775	i	36.4	-1.1%	i	50.1	0.411	0.104	1.06	0.121
O=C(CCC(=O)Nc1ccc(F)cc1)N/N=C/c1ccc(O)cc1O	3.4%	-0.32	1287	0.0	1113	2.0	2.8	1.7	11.5	684	i	11.0	-0.6%	i	40.7	-0.598	-0.234	-0.589	1.12
CCOC(=O)Cn1c(C(C)=O)nc2ccccc21	-9.5%	0.44	1241	-4.8	1163	5.4	2.2	6.5	-8.1	721	i	-4.4	0.2%	i	44.0	0.95	-0.142	0.597	-0.0709
Later entries.
SMILES	PhoP inhibition	Insulin prom up	Insulin prom up cell count	bCat nuc transl	bCat nuc transl cell count 5 µM	MT stabilizer	MT stabilizer Hoechst-high %	MT stabilizer cytotoxicity %	Lipid droplet	Lipid droplet cells 6.5 µM	Autophagy mod	Autophagy mod cell loss 18 h	CSM14.1 death rescue	T cell modulator	T cell modulator vesicle-bound %	Dynein cargo inh	Dynein cargo inh cytoplasmic EGFP	Dynein cargo inh nuclear GR-EGFP	Dynein cargo inh cell count
Cc1c(-n2c(SCC(N)=O)nc3ccccc3c2=O)c(=O)n(-c2ccccc2)n1C	0.7%	-0.15	1412	-1.5	1113	2.8	3.3	3.6	12.2	714	i	-8.7	-1.1%	i	56.5	0.364	-0.276	0.56	0.05
CC(C)CC(OC(=O)c1nsc(Cl)c1Cl)C(=O)NCc1cccs1 (stereo unspecified)	1.8%	.	.	2.6	496	4.8	1.9	2.0	2.4	802	i	-2.5	-1.9%	i	15.5	2.67	-0.192	1.41	-1.3
CCCCOC(=O)CSc1nc(N)c(C#N)c(-c2ccc(OC)cc2)c1C#N	4.0%	.	.	-6.0	1173	2.8	5.2	8.1	2.5	760	i	-3.9	-1.6%	i	43.1	0.0994	-0.179	0.72	0.309
CC(=O)/C(=N\Nc1ccccc1Cl)Sc1nnc(-c2ccccc2)n1-c1ccccc1	6.2%	0.63	1541	-1.7	1117	9.9	2.4	5.2	-2.9	555	i	6.1	-2.4%	i	38.7	-0.283	-0.191	-0.081	1.53
Cc1ccc(S(=O)(=O)Nc2ccc(N3CCCCC3)cc2)cc1	-11.8%	-0.07	1276	-1.9	1071	6.5	2.2	3.1	9.8	706	i	28.9	-2.3%	i	25.2	0.651	-0.18	0.239	-0.039
Cc1ccc2cc(CCNC(=O)c3ccc4c(c3)OCO4)c(=O)[nH]c2c1	-0.9%	0.14	1878	-3.2	1131	5.0	3.2	2.0	23.4	581	i	16.7	-1.2%	i	45.3	0.1	-0.183	0.206	0.0563
COc1cccc(/C=C/C(=O)c2c(O)cc(C)oc2=O)c1O	4.1%	-0.67	768	.	.	2.5	2.0	2.7	.	.	i	3.6	2.0%	i	44.1	-1.7	-0.0372	-0.521	0.558
CN(C)CCNc1nc2c(c(=O)[nH]c(=O)n2C)n1CC(O)COc1ccc(Cl)cc1Cl (stereo unspecified)	-6.2%	-0.79	883	1.3	817	4.7	2.5	4.4	.	.	i	20.5	-3.3%	i	13.9	0.359	-0.186	0.5	-0.604
Cc1ccc2c(COC(=O)C34CC5CC(CC(C5)C3)C4)cc(=O)oc2c1	-4.6%	-0.24	1325	1.0	925	3.6	2.7	7.8	0.3	590	i	-10.4	0.1%	i	42.0	-0.554	0.111	-0.486	0.537
Cc1nc2nc[nH]n2c(=O)c1CCOC(=O)c1c(F)cccc1F	-11.0%	-0.01	1384	2.1	1148	4.4	1.6	4.3	-1.0	683	i	35.7	1.5%	i	51.9	-0.0931	-0.313	-0.0568	0.238
